Screening data as filed in PubChem.
ssDAF12 agonist = activates DAF-12 receptor from parasite S. stercoralis. HEK293 ssDAF-12/GRIP1 lit1-tk-luc reporter, luminescence; % of 3 µM dafachronic acid response. activation, % at 6.8 µM. 370,000 tested, 1% active. AID 652126;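 active = activation above the mean over all tested compounds plus 3 SD, cut at about 0.9% in these data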;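 also: 0% = DMSO-only wells and 100% = 3 µM delta7-dafachronic acid wells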
hcDAF-12 act = activators of H. contortus DAF-12 nuclear receptor | HEK293 hcDAF-12 lit1-tk-luc reporter, luminescence; 0% DMSO, 100% Δ7-dafachronic acid | 370,000 tested, 1.4% active | activation, % at 6.8 µM | AID 652067;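 active = activation above the mean of all tested compounds plus 3 SD, cut at about 5.5% in these data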;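 also: 100% = response to 3 µM Δ7-dafachronic acid high control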
SMARCA2 act = activators of SMARCA2 function. MG213 cells, MMTV-luciferase reporter, dexamethasone, overnight. activation, % at 9.1 µM. 370,000 tested, 1% active; in the data active = activation above about 7.8%;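 also: 0% = vehicle wells and 100% = reference activator wells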
DAX1 inh-1 = inhibits human nuclear receptor DAX1. HEK293 Gal4-DAX1 luciferase reporter, luminescence. inhibition, % at 6.75 µM. 340,000 tested, 0.99% active. AID 504766;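 active = inhibition above the mean over all tested compounds plus 3 SD, cut at about 4.2% in these data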;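 also: 0% = DAX1-transfected cells with DMSO and 100% = empty-vector control cells with DMSO; inhibition shows as a rise in luminescence from relieved DAX1 repression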
ADAM17 inh = inhibits human ADAM17; P78536; recombinant ADAM17, EDANS/DABCYL FRET peptide cleavage; inhibition, % at 6.95 µM; 370,000 tested, 0.83% active;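 active = inhibition above the mean of compounds lying between control limits plus 3 SD, set per campaign, cut at about 8.5% in these data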;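 also: 0% = DMSO-only wells as the low control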
PG9 binder = PG9 antibody binding by small molecule; TR-FRET gp120-PG9 antibody binding; inhibition, % at 6.7 µM; 360,000 tested, 0.43% active; AID 624416; in the data active = inhibition above about 8.5%
ADAM10 inh = inhibitors of human ADAM10; O14672; recombinant ADAM10, EDANS/DABCYL FRET peptide cleavage, 3 h; inhibition, % at 7 µM; 370,000 tested, 0.62% active; AID 720582;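 active = inhibition above a per-campaign cutoff equal to the mean of compounds falling between control-based bounds plus 3 SD, cut at about 20% in these data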;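 also: 0% = DMSO wells while the 100% control is not disclosed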
GC-A act = GC-A (human) enzyme activation; HEK293 GC-A cells, cGMP TR-FRET, EC30 ANP; 0% at EC30 ANP, 100% saturating ANP; activation, % at 10 µM; 370,000 tested, 0.14% active; AID 1671463; in the data active = activation above about 40%
Target sequence (P16066 whole entry, looked up): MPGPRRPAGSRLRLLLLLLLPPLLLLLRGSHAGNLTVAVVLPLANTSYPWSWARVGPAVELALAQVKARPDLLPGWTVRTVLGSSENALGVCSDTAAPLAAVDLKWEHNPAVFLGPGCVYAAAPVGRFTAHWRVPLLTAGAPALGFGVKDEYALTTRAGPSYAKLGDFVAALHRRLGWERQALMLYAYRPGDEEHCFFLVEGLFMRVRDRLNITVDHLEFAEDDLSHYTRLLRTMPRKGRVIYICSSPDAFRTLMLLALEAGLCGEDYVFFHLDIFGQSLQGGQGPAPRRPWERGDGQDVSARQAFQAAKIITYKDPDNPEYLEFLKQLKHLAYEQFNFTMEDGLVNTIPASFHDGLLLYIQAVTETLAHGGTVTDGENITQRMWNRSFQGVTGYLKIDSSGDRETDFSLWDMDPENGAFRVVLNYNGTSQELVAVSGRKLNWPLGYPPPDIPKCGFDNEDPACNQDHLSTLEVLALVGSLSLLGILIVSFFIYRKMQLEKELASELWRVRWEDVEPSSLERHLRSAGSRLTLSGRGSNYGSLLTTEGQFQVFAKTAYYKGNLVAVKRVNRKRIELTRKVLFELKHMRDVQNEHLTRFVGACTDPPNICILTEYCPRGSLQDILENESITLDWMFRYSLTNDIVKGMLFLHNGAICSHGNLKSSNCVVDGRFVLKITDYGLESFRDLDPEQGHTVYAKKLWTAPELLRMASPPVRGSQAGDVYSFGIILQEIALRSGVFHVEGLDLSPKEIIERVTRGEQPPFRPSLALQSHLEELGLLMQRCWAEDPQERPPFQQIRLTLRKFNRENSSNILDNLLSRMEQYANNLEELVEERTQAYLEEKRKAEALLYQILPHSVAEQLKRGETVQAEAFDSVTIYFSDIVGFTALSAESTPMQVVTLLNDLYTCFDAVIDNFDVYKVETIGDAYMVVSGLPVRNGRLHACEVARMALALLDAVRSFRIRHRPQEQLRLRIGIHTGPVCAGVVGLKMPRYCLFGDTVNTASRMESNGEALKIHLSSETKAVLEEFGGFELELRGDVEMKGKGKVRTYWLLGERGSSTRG
DAX1 inh-2 = inhibitors of DAX1 repression of SF-1 activated StAR promoter; HEK293T StAR-luciferase reporter, SF-1/DAX-1 repression relief; inhibition, % at 6.8 µM; 370,000 tested, 1.1% active; AID 652010;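 active = inhibition above the mean over all tested compounds plus 3 SD, cut at about 3.6% in these data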;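 also: 0% = DAX-1 cells with DMSO and 100% = cells lacking DAX-1 with DMSO; higher inhibition means more luminescence from relief of DAX-1 repression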
FXN GAA850 act = increases GAA850 frataxin promoter reporter activity. HEK293 lucGAA850 FXN promoter luciferase reporter, 24 h; percent of 10 µM SAHA response. activation, % at 6 µM. 360,000 tested, 0.56% active;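 active = activation above the average of all compounds screened plus 3 SD, cutoff fixed separately per campaign, cut at about 7.5% in these data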;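 also: 0% = DMSO wells and 100% = 10 µM SAHA wells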
hgDAF-12 ag = activates the H. glycines DAF-12 receptor ligand-binding domain; HEK293 GAL4-hgDAF12 UAS-luciferase reporter, agonist luminescence; normalized to butyrate control; 370,000 tested, 1.8% active; activation, % at 6.8 µM;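 active = activation above a cutoff set at the mean of all screened compounds plus 3 SD, cut at about 10% in these data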;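 also: 0% = DMSO wells and 100% = sodium butyrate wells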
An asterisk follows results filed as active; i = inactive; / = not tested or not shown.

SMILES | ssDAF12 agonist | hcDAF-12 act | SMARCA2 act | DAX1 inh-1 | ADAM17 inh | PG9 binder | ADAM10 inh | GC-A act | DAX1 inh-2 | FXN GAA850 act | hgDAF-12 ag
COc1cccc(C(=O)O/N=C(\N)c2ccc(C)cc2)c1 | 0.5 | 9.7* | 2 | 4.5* | 1 | 1.2 | -8 | 1 | 2.1 | 6.3 | 16*
COc1ccc(N2CCN(Cc3nc4c(c(=O)n(C)c(=O)n4C)n3Cc3ccccc3C)CC2)cc1 | -0.6 | -0.4 | -2 | 0.2 | -43 | 1.4 | -12 | 1 | 0.0 | -2.8 | -1.5
COc1cccc(CNC(=O)c2ccncc2)c1 | -0.4 | -0.2 | -2 | 1.1 | -4 | 0.8 | 0 | 0 | -0.6 | 2.0 | 0.2
O=C(Cc1ccc(Cl)cc1)c1c[nH]c(C(=O)NCc2cccnc2)c1 | -3.5 | -8.1 | -8 | -9.2 | 0 | 1.2 | -2 | -2 | -5.2 | -14 | -19
O=C1c2ccccc2C(Nc2ccc(Cl)cn2)N1c1ccccn1 (centres undefined) | -0.6 | 0.7 | -2 | 1.9 | -4 | -0.1 | -7 | -11 | -1.1 | 3.3 | -2.7
O=C(CSc1nc2ncc(Cl)cc2[nH]1)Nc1ccccc1-c1ccccc1 | -0.8 | 0.2 | -1 | 0.3 | 1 | -1.6 | -4 | -17 | -0.3 | 0.4 | 1.6
COc1ccc(CN2CCCCC2C)cc1C (centres undefined) | -0.6 | -0.2 | 3 | 1.7 | 0 | 2.2 | 5 | -9 | 0.4 | -3.1 | -2.8
CN1OC[C@@H]2CN(Cc3ccc4c(c3)OCO4)[C@H](c3ccc(-n4ccnc4)cc3)C[C@@H]21 | 0.2 | -1.1 | -2 | / | 2 | -2.9 | -5 | -6 | -0.4 | / | -0.8
Cc1ccc(S(=O)(=O)NN(Cc2ccccc2)Cc2ccccc2)cc1 | -1.1 | 0.4 | -3 | -0.1 | -1 | -0.9 | -4 | 3 | 0.3 | 1.1 | -2.0
Cc1ccc(Cn2nc(C)c(NC(=O)CSc3nc4c(c(C(F)(F)F)n3)CCc3ccccc3-4)c2C)cc1 | -0.9 | 0.1 | 2 | -0.1 | -1 | -0.8 | 1 | -11 | -0.3 | 3.1 | 2.3
CC(=O)N1CCN(C(=O)c2c(-c3ccccc3)noc2C)CC1 | -0.2 | -0.7 | 0 | 0.1 | -3 | -2.3 | -17 | 1 | -1.1 | 2.9 | -0.5
CN(C)CCCNC(NC(=O)c1cccs1)C(Cl)(Cl)Cl (centres undefined) | -1.6 | 2.0 | 0 | -1.0 | 0 | -3.1 | -1 | 2 | -0.5 | 0.1 | -0.1
O=C(NC1CC1)C1=C[C@H](c2c[nH]c3ccccc23)C[C@H](OCCCCO)O1 | -0.3 | 1.1 | -1 | 1.1 | -6 | -0.8 | -13 | -3 | 0.4 | 0.0 | -0.3
Cn1cccc1/C=C1\SC(=S)N(NC(=O)c2ccccc2O)C1=O | -1.6 | -1.5 | -2 | -0.7 | -3 | -0.5 | 2 | -1 | 0.2 | -0.8 | 2.0
CCN1C(=O)CC(c2ccccc2)CC1=O | -1.4 | -0.5 | 0 | 0.2 | -4 | 0.6 | -2 | 0 | -0.3 | -0.4 | -0.2
O=C(COC(=O)c1cc([N+](=O)[O-])ccc1NCc1ccccc1)NCc1ccccc1Cl | 0.5 | 0.6 | -2 | 0.7 | 0 | -0.2 | -1 | -3 | 0.3 | 1.2 | -2.4
O=C(NCCS(=O)(=O)NCc1ccco1)c1ccccc1 | -0.7 | -0.9 | -3 | 2.6 | 1 | 0.5 | -13 | 0 | 0.0 | 0.3 | -0.2
Cc1ccccc1-c1nnn(CC(=O)Nc2cccc(S(N)(=O)=O)c2)n1 | -1.9 | -1.1 | -3 | 0.4 | -4 | 1.2 | -1 | 1 | -0.2 | 2.3 | 0.7
C[C@@H](NC(=O)[C@@H]1Cc2ccccc2CN1)C(=O)NCC1CCCO1 (some centres undefined) | -1.5 | 0.0 | -1 | 0.7 | -4 | -0.1 | -2 | 1 | -0.1 | 3.1 | 2.3
CC(C)(C)C(=O)Nc1ccccc1C(=O)OCC(=O)c1ccc2c(c1)OCCO2 | -1.8 | -0.3 | -2 | 0.2 | 3 | -1.5 | -7 | -20 | -0.5 | 1.2 | 0.5
Cc1nn(C(C)C(=O)NCCCc2ccccc2)c(=O)c2cc3occc3n12 (centres undefined) | -1.0 | -1.9 | 2 | -1.5 | -7 | -1.4 | 2 | -7 | -0.6 | 1.0 | -0.3
CCc1ccc2c(c1)C1(C(=O)N2)N2CCCC2C(C(=O)c2ccc3ccccc3c2)C12C(=O)Nc1ccccc12 (centres undefined) | -1.3 | 1.4 | -1 | 1.1 | -3 | -1.1 | -5 | -14 | 0.6 | 5.7 | -1.7
CCN(CC)c1ccc(N2C(=O)/C(=C/c3cccs3)SC2=S)cc1 | -1.3 | 1.3 | -2 | -1.7 | 3 | 0.3 | -9 | / | -0.2 | 0.0 | 1.8
COC(=O)C[C@@H]1C=C[C@@H](NC(=O)Nc2cccc(F)c2)[C@@H](CO)O1 | -0.7 | 0.2 | 3 | / | -1 | -0.4 | -1 | 3 | 2.0 | / | -0.5
Cc1ccc(S(=O)(=O)N[C@H](C(=O)NCC2CCC(C(=O)O)CC2)C(C)C)cc1 (some centres undefined) | -0.8 | -2.3 | 0 | -0.6 | 3 | -3.6 | 1 | 0 | 0.6 | -0.2 | 3.2
O=C1c2ccccc2OC2(C=Cc3ccccc3O2)N1Cc1ccccc1 (centres undefined) | -1.2 | -1.0 | -4 | 0.8 | -2 | 1.5 | -4 | -15 | -1.3 | -4.6 | 2.3
CCOC(=O)c1c(C)n(C)c2ccc(OC(=O)c3ccc(N4C(=O)CCC4=O)cc3)cc12 | -1.6 | -1.8 | 0 | 0.0 | 1 | -0.1 | -5 | 5 | -0.2 | 0.2 | 1.6
CC1=C(C(=O)N2CCCC(N3CCN(c4ccccc4C)CC3)C2)OCCO1 (centres undefined) | -1.3 | -2.1 | -1 | 0.3 | -2 | -1.8 | -1 | 1 | -0.5 | 0.6 | 1.6
O=C(C1COc2ccccc2O1)N1CCN(c2ccc(F)cc2)CC1 (centres undefined) | -1.6 | -2.6 | 1 | -1.2 | 2 | 1.6 | -4 | 2 | -0.4 | 1.8 | -0.7
C=CCC1(CC=C)CCCN1C(=O)C1CCC(=O)N(CCc2ccc(Cl)cc2)C1 (centres undefined) | -0.8 | -1.2 | 0 | -0.3 | 1 | 0.0 | 5 | -6 | 0.4 | -0.7 | 1.2

Complete entries, looked up by structure. Values in the order: ssDAF12 agonist	hcDAF-12 act	SMARCA2 act	DAX1 inh-1	ADAM17 inh	PG9 binder	ADAM10 inh	GC-A act	DAX1 inh-2	FXN GAA850 act	hgDAF-12 ag
`Cc1ccc(S(=O)(=O)N[C@H](C(=O)NCC2CCC(C(=O)O)CC2)C(C)C)cc1` (some centres undefined) is entered as -0.8	-2.3	0	-0.6	3	-3.6	1	0	0.6	-0.2	3.2
`O=C1c2ccccc2OC2(C=Cc3ccccc3O2)N1Cc1ccccc1` (centres undefined) is entered as -1.2	-1.0	-4	0.8	-2	1.5	-4	-15	-1.3	-4.6	2.3

New compounds follow
SMILES | ssDAF12 agonist | hcDAF-12 act | SMARCA2 act | DAX1 inh-1 | ADAM17 inh | PG9 binder | ADAM10 inh | GC-A act | DAX1 inh-2 | FXN GAA850 act | hgDAF-12 ag
Cc1cccc(-c2nnc(SCC#N)n2C)c1 | -1.8 | 2.7 | 1 | 2.1 | 1 | -0.3 | -1 | -1 | 0.1 | 0.5 | -4.4
CCOC(=O)NC(=O)CSc1nc2ccccc2[nH]1 | -1.3 | 1.0 | -3 | 1.1 | -6 | 0.5 | -6 | 4 | 0.9 | -2.0 | 1.9
S=C1N(c2ccccc2)C(c2cccc3ccccc23)N2CCCN12 (centres undefined) | -1.2 | -0.2 | 0 | -0.4 | -3 | -1.4 | 1 | -10 | -0.6 | -0.7 | 1.6
Cc1cccc(C)c1NC(=O)COC(=O)C1Cc2ccccc2CN1C(=O)c1ccccc1 (centres undefined) | -1.7 | 1.0 | -1 | 0.2 | 0 | 0.9 | 2 | -6 | 1.2 | -5.5 | 0.8
Cc1cccn2c(=O)c3cc(C(=O)NCc4cccnc4)c(=N)n(C(C)C)c3nc12 | -1.4 | 0.2 | 0 | 2.1 | i | -1.3 | i | 14 | -0.5 | 2.8 | 3.3
COC(=O)c1ccc(COC(=O)c2ccc(CO)cc2)o1 | -1.0 | -0.9 | 3 | 1.3 | -1 | -3.5 | 3 | 6 | -0.4 | 1.4 | 3.0
COCCNC(=S)N/N=C/c1ccc([N+](=O)[O-])cc1 | -2.0 | -1.3 | -1 | 1.7 | 1 | -0.2 | 0 | -4 | -1.0 | 0.1 | -2.2
COCCCNC(=S)Nc1ccc(OC(F)F)cc1C | -1.1 | 0.0 | -3 | 1.0 | 2 | 1.0 | -5 | 1 | -0.8 | 0.6 | -1.4
COc1cccc(/C=N/NC(=O)c2[nH]c(C)c(C(=O)N/N=C/c3cccc(OC)c3)c2C)c1 | -1.4 | -1.4 | -3 | -1.6 | 4 | -2.1 | 0 | -5 | -1.8 | -7.1 | -6.2
O=C(c1ccc(N2CCN(C(=O)c3cccc(F)c3)CC2)cc1)c1cccc(F)c1 | -1.3 | -2.0 | -3 | -1.1 | -4 | 0.0 | 5 | 0 | -5.5 | -2.8 | -3.5
CC(=O)Nc1ccc(-c2sc(Nc3ccccc3)n[n+]2C)cc1 | -1.1 | -0.2 | -1 | -0.7 | 0 | 6.1 | -5 | 2 | -0.6 | -1.4 | 1.9
CCCCc1cc(=O)oc2cc(O)ccc12 | -1.8 | -2.6 | -1 | -0.4 | i | 0.6 | i | -2 | -0.6 | 1.7 | -2.3
CC(=O)Nc1ccc(S(=O)(=O)Nc2ccc3[nH]c(=O)[nH]c3c2)cc1 | -0.7 | 0.8 | -2 | 1.5 | -6 | 1.9 | 1 | 1 | -0.3 | -0.2 | 1.1
COc1ccc([N+](=O)[O-])cc1NC(=S)NC(NC(=O)Cc1ccc(OC)c(OC)c1)C(Cl)(Cl)Cl (centres undefined) | -1.1 | 0.1 | -4 | 1.8 | -1 | 1.6 | -11 | 7 | -0.9 | -10 | 0.2
COC(=O)c1c(NC(=O)CC2SC(N)=NC2=O)sc2c1CCCC2 (centres undefined) | -0.9 | -2.7 | -1 | -2.2 | 2 | 0.3 | 0 | -6 | -1.0 | -1.7 | 0.5
COc1ccc(Cn2ccc3ccc(-c4ccc5ccn(C(=O)c6cccc(OC)c6)c5c4)cc32)cc1 | -0.2 | 0.8 | 1 | / | -4 | / | -31 | 0 | -0.2 | / | 8.4
C=CCn1c(SCC(=O)c2c(N)n(CCC)c(=O)n(C)c2=O)nc2sc(CC)cc2c1=O | -1.2 | 0.1 | 0 | 0.7 | 1 | 0.2 | 8 | -1 | 0.3 | -1.4 | -0.2
O=[N+]([O-])c1cc(Br)c(Nc2ccccc2)c([N+](=O)[O-])c1 | -0.1 | 3.4 | 5 | -1.5 | 5 | -2.5 | 19 | 3 | -1.1 | -2.0 | -1.0
Cc1ccc(N(CC(=O)NCc2ccccc2)C(=O)CCC(=O)Nc2ccccn2)cc1C | -0.3 | -2.2 | -2 | 0.9 | -1 | 2.5 | 0 | 2 | -0.6 | -0.6 | -1.4
